High-throughput results deposited in PubChem BioAssay by Sanford-Burnham Center for Chemical Genomics.
H9c2 TAG inh = reduces triacylglycerol accumulation in H9c2 cells; Nile Red lipid (TAG) fluorescence; cells loaded with 200 µM oleic acid; 230,000 tested, 0.66% active; inhibition, % at 12.5 µM;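 active = pattern-corrected inhibition of lipid staining of at least 50% with the nuclear-stain viability signal not falling by more than 50%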;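 note: 0% = DMSO wells and 100% = triacsin C control wells; some results filed as inactive read as strong as hits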
H9c2 TAG inh DAPI viability = further read-out of H9c2 TAG inh, marked with its call; DAPI nuclei signal change (viability), lower = more cytotoxic, %;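 whole-well DAPI fluorescence read on a plate reader as a viability signal; minus 50 percent equals half of cells still viable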
An asterisk follows results filed as active. Some of the compounds tested. The share of hits here may be higher or lower than overall.

The line under a structure holds: H9c2 TAG inh | H9c2 TAG inh DAPI viability
O=C(/C=C/c1cccc([N+](=O)[O-])c1)Nc1ccccn1
→ 13 | 9
COc1ccc(Cc2nnc(NC(=O)c3ccc(OC)c(OC)c3)s2)cc1
→ -9 | 3
COc1ccc(C2(C(=O)Nc3ccc(OC)cc3OC)CCCC2)cc1
→ -3 | -5
COC(=O)C1=C(C(=O)OC)[C@@H]2N(Cc3ccccc3)c3ccccc3[C@@]23C[C@@H](C(=O)OC)N(C(=O)c2cc(C)oc2C)C3=N1
→ 11 | -4
CCOC(=O)CCCCCNC(=O)c1ccc(F)cc1F
→ -7 | 4
COc1cc(OC)c(S(=O)(=O)Nc2ccccc2N2CCCCC2)cc1NC(C)=O
→ -6 | -1
N#Cc1ccc(CSc2nnc(-c3cnccn3)o2)cc1
→ -1 | 7
CCCCNC(=O)CC1NCCNC1=O (stereo unspecified)
→ -18 | 2
CCN1C(=O)[C@H]2[C@@H](c3ccc(C)cc3)N3C(=O)N(c4ccc(OC)cc4)C(=O)[C@@]3(Cc3ccccc3)[C@H]2C1=O
→ -2 | 4
CCOC(=O)C1=C(O)C(=O)N(c2ccc(S(N)(=O)=O)cc2)C1c1ccc(Br)cc1 (stereo unspecified)
→ -3 | -2
O=C(NCc1nc2ccccc2[nH]1)C1=C[C@H](C2CC2)C[C@H](OCc2ccc(CO)cc2)O1
→ -3 | 3
CCOC(=O)C1=C(C)N(C[C@@H]2CC[C@@H](Cc3ccc(-c4ccccc4)cc3)O2)C(=O)NC1c1ccc(-c2ccccc2)cc1 (stereo partly specified)
→ 34 | 5
C[C@]12c3[nH]c4cc(-c5ccco5)ccc4c3CCN1C(=O)[C@@H](CC(=O)NCCN1CCOCC1)C[C@@H]2C(=O)N1CCOCC1
→ 14 | -3
CNC[C@H](CC1CCCCC1)NC[C@H](NCCC1CCCC1)[C@H](C)O
→ 21 | -13
O=C(NCCCN1CCOCC1)/C(=C/c1ccc(-c2cccc([N+](=O)[O-])c2)o1)NC(=O)c1ccccc1
→ 17 | -8
CCN=C1NN=C(c2cc(C)n(Cc3ccco3)c2C)CS1
→ -4 | 5
Cc1cc(C(=O)Nc2ccc3nc(C)sc3c2)c2ccccc2n1
→ 5 | -3
CN(C)c1ccc(N=Cc2nc(-c3ccccc3)oc2O)cc1
→ 2 | -10
Nn1c(SCC(=O)N2CCCC2)nnc1C1CCCCC1
→ 1 | 0
COC(=O)c1cccc(CN2C(=O)C(C)Sc3ccc(C(C)=O)cc32)c1 (stereo unspecified)
→ 8 | -13

Further entries follow.
The line under a structure holds: H9c2 TAG inh | H9c2 TAG inh DAPI viability
CC(C)c1nnc(NC(=O)CC23CC4CC(CC(C4)C2)C3)s1
→ 10 | -13
O=C(CSc1ccc(-c2ccc(Cl)cc2)nn1)NC1CCCC1
→ -4 | -8
CCCc1nc(NCCO)c(C#N)c2c1CCCC2
→ 4 | -6
Cc1ccc(-c2n[nH]c(=S)c3ccccc23)cc1
→ -19 | -1
CC1CC2(CCCCC2)Nc2c1ccc1ccccc21 (stereo unspecified)
→ 23 | 34
Nc1nonc1C(=Nc1ccc(Br)cc1)NO
→ -8 | -8
CC1(C(=O)NCCc2ccccc2)Cc2c(-c3ccc(C(N)=O)cc3)ccnc2O1 (stereo unspecified)
→ -11 | -9
CCOC(=O)C(Cc1ccccc1)NC(=O)CCc1c(C)nc2ncnn2c1C (stereo unspecified)
→ 1 | -4
COc1ccc2cc(N3CCCC3=O)ccc2c1
→ 4 | 10
CCCc1cnc(N2CCN(S(=O)(=O)c3cccs3)CC2)nc1
→ 1 | -4
CCOC(=O)c1cnc2nc(N3CCOCC3)nn2c1N
→ 7 | -12
C[C@@H]1CN([C@H](C)CO)C(=O)c2cc(Br)cnc2O[C@@H]1CN(C)C(=O)C1CCOCC1
→ -5 | -1
N#Cc1ccccc1CSc1nc(O)cc(=O)[nH]1
→ 7 | 3
O=C(NC1CCCc2ccccc21)c1ccc(CNc2c(N3CCOCC3)c(=O)c2=O)cc1 (stereo unspecified)
→ -5 | -7
N/C(=N\OC(=O)c1cccnc1)c1ccccc1Cl
→ 5 | -3
CCCc1cc(=O)n2[nH]c(C(F)(F)F)nc2n1
→ -7 | -5
N#Cc1ccccc1NC(=O)CNc1ccccc1N1CCCCC1
→ 5 | -1
CC1(C(=O)NCc2cc(F)cc(C(F)(F)F)c2)C=CC2(CCCCC2)N1C(=O)c1ccccc1 (stereo unspecified)
→ 5 | 2
N#Cc1c(NC(=O)c2ccco2)sc2c1CCC2
→ -19 | -2
Cc1cc(C)c(S(=O)(=O)N2CCOC2CNC(=O)C(=O)NCc2ccccn2)c(C)c1 (stereo unspecified)
→ 2 | 0

The last 2 compounds of the part above are carried over, then new ones follow.
The line under a structure holds: H9c2 TAG inh | H9c2 TAG inh DAPI viability
N#Cc1c(NC(=O)c2ccco2)sc2c1CCC2
→ -19 | -2
Cc1cc(C)c(S(=O)(=O)N2CCOC2CNC(=O)C(=O)NCc2ccccn2)c(C)c1 (stereo unspecified)
→ 2 | 0
Cc1c(NC(=O)c2ccc(-c3ccccc3)cc2)cccc1C(=O)O
→ -6 | 7
COc1ccc(Cl)cc1NC(=O)CN(C)C(=O)c1cccc(-n2cnnn2)c1
→ 8 | 1
Cc1cc(=O)oc2cc(OCC(=O)N3CCCc4ccccc43)ccc12
→ 2 | -2
Cc1nc(C)c(C(=O)OCC(=O)Nc2ccccc2)s1
→ -1 | 2
N#C/C(=C\c1ccco1)C(=O)Nn1cnnc1
→ 1 | -10
COCc1ccc(CN2CCc3c([nH]c4ccccc34)C2CC(C)C)o1 (stereo unspecified)
→ -5 | 23
Cc1ccc(-c2cc(C(=O)N3CCN(c4ncccn4)CC3)c3cc(Br)ccc3n2)o1
→ -7 | 12
C=CCn1c(=O)c(C#N)cc2c(=O)n3ccccc3nc21
→ -11 | 11
O=C(COC(=O)c1ccccc1Br)Nc1ccc(F)cc1
→ -11 | -6
CCCCCCN1C[C@@H](O)[C@H](n2cc(C3CC3)nn2)C[C@@H]1c1ccc(C)cc1
→ -6 | 4
O=C(Nc1ccc(F)cc1)N(CCCN1CCOCC1)Cc1cc2cc3c(cc2[nH]c1=O)OCCO3
→ 12 | 4
O=C(NCc1ccco1)c1cc(=O)c2ccccc2o1
→ 3 | -6
OC(c1ccc(-c2ccccc2)cc1)c1ncc(-c2ccc(C(F)(F)F)cc2)[nH]1 (stereo unspecified)
→ -12 | 1
O=C(CN1CCN(C(C(=O)Nc2ccc(Cl)cc2C(F)(F)F)c2ccccc2)CC1)NC1CC1 (stereo unspecified)
→ -9 | 8
O=C(COC(=O)C1CCN(C(=O)c2ccc(Cl)cc2)CC1)c1ccco1
→ -20 | -8
CC1CCN(C(=O)c2ccc(CNc3c(N4CCCC4)c(=O)c3=O)cc2)CC1
→ 0 | -10
O=C(NCCN1CCOCC1)c1ccc(NS(=O)(=O)c2ccccc2)cc1
→ -5 | -2
Cc1ccc(-n2nnnc2SCC#N)cc1
→ 0 | -5
CS/C(=N\S(=O)(=O)c1cccs1)Nc1ccc(N2CCOCC2)cc1
→ 2 | 3
Cc1cc(C(=O)COC(=O)C2=COCCO2)c(C)n1-c1cccc(F)c1
→ 9 | -3

The listing continues.
The line under a structure holds: H9c2 TAG inh | H9c2 TAG inh DAPI viability
CC(=O)c1cccc(NC(=O)N2CCCC2C(=O)NCc2ccc3c(c2)OCO3)c1 (stereo unspecified)
→ -9 | 2
Oc1ccc(Cl)cc1-c1cc(C(F)(F)C(F)F)nc(-c2ccccc2)n1
→ 27 | 4
CCOP(=O)(OCC)c1nc(-c2ccc(C)cc2)oc1NCc1ccccc1
→ -5 | 18
C[C@@H]1CCCCO[C@H](CN(C)C(=O)Nc2ccc(F)cc2)[C@@H](C)CN([C@H](C)CO)C(=O)c2cc(NC(=O)c3ccccc3)ccc2O1
→ 4 | -6
O=C(NNc1nc2ccc(F)cc2s1)c1cccc(F)c1
→ 6 | -8
COc1cc(OC)cc(C(=O)Nc2cccc(NC(=O)c3cccs3)c2)c1
→ 38 | -5
O=C(Nc1nnc(-c2ccc(Cl)cc2)o1)C1=COCCO1
→ 2 | -3
CC(Sc1ccc(Cl)cc1)C(=O)NCC(c1ccco1)N1CCCCC1 (stereo unspecified)
→ -7 | -3
CN(CCOc1ccccc1)C(=O)C1CCC(=O)N(CCN2CCOCC2)C1 (stereo unspecified)
→ 0 | 3
CCOC(=O)Cn1nc(C)c(NC(=O)COc2ccccc2[N+](=O)[O-])c1C
→ -6 | 5
Cc1ccc(N2CC(C(=O)Nc3ccc(C)c(S(=O)(=O)N(C)C)c3)CC2=O)cc1 (stereo unspecified)
→ -4 | -3
O=S1(=O)N=C(N(Cc2cccs2)c2ccc(O)cc2)c2ccccc21
→ -9 | 9
O=C(CCS(=O)(=O)c1ccccc1)NNC(=O)CSc1ccccc1F
→ 6 | 3
Cc1nc(N)nc(N)c1CCCc1ccc(Cl)c(Cl)c1
→ 28 | -14
O=C1C=C(c2ccccc2Oc2ccccc2)C[C@@H](c2ccc3c(c2)OCO3)C1
→ -16 | -1
Cn1c(=O)c([N+](=O)[O-])c(-n2ccnc2)c2ccccc21
→ 12 | -2
CN(CC(=O)Nc1ccccc1Br)C(=O)CNC(=O)c1ccc(Oc2ccccc2)cc1
→ 11 | 5
CC(=O)N/N=C(\C)C1COc2ccccc2O1 (stereo unspecified)
→ 33 | -34
Cc1ccc(Cl)cc1NC(=O)CCS(=O)(=O)c1ccc2c(c1)n(C)c(=O)c(=O)n2C
→ -12 | 15
Cc1cc(C(F)(F)F)n(-c2nc(C(=O)Nc3cccnc3)cs2)n1
→ 7 | 7

Pulled by structure from the list above, 2 records:
The line under a structure holds: H9c2 TAG inh | H9c2 TAG inh DAPI viability
C[C@@H]1CCCCO[C@H](CN(C)C(=O)Nc2ccc(F)cc2)[C@@H](C)CN([C@H](C)CO)C(=O)c2cc(NC(=O)c3ccccc3)ccc2O1
→ 4 | -6
COc1cc(OC)cc(C(=O)Nc2cccc(NC(=O)c3cccs3)c2)c1
→ 38 | -5

The main list resumes, starting 5 compounds before the break.
The line under a structure holds: H9c2 TAG inh | H9c2 TAG inh DAPI viability
Cn1c(=O)c([N+](=O)[O-])c(-n2ccnc2)c2ccccc21
→ 12 | -2
CN(CC(=O)Nc1ccccc1Br)C(=O)CNC(=O)c1ccc(Oc2ccccc2)cc1
→ 11 | 5
CC(=O)N/N=C(\C)C1COc2ccccc2O1 (stereo unspecified)
→ 33 | -34
Cc1ccc(Cl)cc1NC(=O)CCS(=O)(=O)c1ccc2c(c1)n(C)c(=O)c(=O)n2C
→ -12 | 15
Cc1cc(C(F)(F)F)n(-c2nc(C(=O)Nc3cccnc3)cs2)n1
→ 7 | 7
CCOC(=O)c1cccc(-n2c(C)nc3ccccc3c2=O)c1
→ 0 | -3
CCCC(=O)N1c2ccc(-c3csc(N)n3)cc2CC1C (stereo unspecified)
→ -1 | 3
CCOC(=O)C1(Cc2ccccc2)CCN(Cc2cnc(N3CCOCC3)s2)CC1
→ -3 | -4
CCOC(=O)C(=N/O)/C(C)=N/NC(=O)C(=O)Nc1ccc(Cl)cc1
→ -20 | 10
Cc1cc(C(=O)COC(=O)COc2ccc(C#N)cc2)c(C)n1C1CC1
→ -1 | -4
Cc1ccc2c(c1)N(C(C)C(=O)NCc1cccs1)C(=O)CO2 (stereo unspecified)
→ 7 | 2
Cc1c(C=Nc2ccc(S(=O)(=O)CCO)cc2)c(O)[nH]c(=O)c1C#N
→ -1 | 3
O=C(CSc1nnc(-c2cccs2)n1Cc1ccco1)c1ccc2c(c1)OCO2
→ -15 | 4
Cc1ccc(C2C(C(=O)c3cc4ccccc4o3)=C(O)C(=O)N2CCN(C)C)o1 (stereo unspecified)
→ -8 | 2
Cc1nc(N2CCOCC2)nc2c1CCCC2
→ 3 | 12
CC1CCCCN1Cc1c(C#N)c2ccccc2n1C (stereo unspecified)
→ 5 | 13
COc1ccc(C(=O)CCNc2ccc(F)cc2)cc1
→ 7 | -6
Cn1c(SCC(=O)N/N=C/c2ccco2)nc2ccccc21
→ -8 | 5
COc1cccc(C2C(C(=O)c3ccco3)=C(O)C(=O)N2CCN(C)C)c1OC (stereo unspecified)
→ -5 | -5
CC(=O)Nc1ccccc1NC(=O)c1cc(C)ccc1C
→ 4 | 0
O=C(NC(=S)Nc1c(Cl)ccc2nsnc12)c1ccco1
→ -37 | -1
COc1ccc(CN(C)C(=O)C(Cc2ccccc2)NC(=O)c2ccccc2)c(OC)c1 (stereo unspecified)
→ -8 | -1
CCOC(=O)CN1C(=O)SC(CC(=O)Nc2nccs2)C1=O (stereo unspecified)
→ -6 | -4
CCn1c(SCCN2CCCCC2)nnc1-c1ccc(S(=O)(=O)N2CCOCC2)cc1
→ 32 | -5
CC(C)(C)c1ccc(C(=O)N2CCC2(C)C(=O)NS(=O)(=O)c2ccc(C#N)cc2)cc1 (stereo unspecified)
→ 9 | -8

Next results follow:
The line under a structure holds: H9c2 TAG inh | H9c2 TAG inh DAPI viability
CCCNC(=O)C(=O)c1cccn1-c1ccsc1C(=O)OC
→ -1 | 3
Cc1ccc(/C=C/C(=O)Nc2cc(S(N)(=O)=O)ccc2O)cc1
→ -5 | 4
Cc1cc(CNC(=O)Cc2ccc(F)cc2)c2ccccc2n1
→ -1 | -6
OC(c1cccc(Cl)c1)c1nc(-c2ccoc2)cs1 (stereo unspecified)
→ 38 | -4
C=CCn1c(COc2ccccc2)nnc1SCC(=O)N/N=C/c1ccc(C)cc1
→ 8 | 2
COc1ccc(NC(=O)/C=C/c2ccco2)cn1
→ -12 | 10
Cc1cc(C)c2nc(NNC(=O)c3ccc(S(=O)(=O)N4CC(C)CC(C)C4)cc3)sc2c1 (stereo unspecified)
→ -10 | -22
CC(C)Oc1ccc(C(=O)OCC(=O)c2ccc[nH]2)cc1
→ -8 | -10
Cc1ccc(NC(=O)COC(=O)c2ccc3c(=O)n4c(nc3c2)CCC4)c(Br)c1
→ 5 | 3
C=CCc1c(C)nc(C)nc1N/N=C/c1ccccc1
→ -4 | -1
